TPT1 inh – Candida albicans TPT1 enzyme inhibitors, primary screen, biochemical, fluorescence polarization; tRNA 2'-phosphotransferase TPT1 (Candida albicans SC5314); recombinant caTPT1, FP RNA substrate dephosphorylation; inhibition, % at 5 µM; hit rate 0.81% among 300,000; AID 1962, 2009;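 active means inhibition above the mean of all tested compounds plus 3 SD, set per screening campaign, cut at about 24% in these data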;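 further: plate controls were DMSO alone for no effect and ferristatin control at 100 nM for full effect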
GSTO1 counter – inhibitors of recombinant GSTO1, primary screen, counter-screen for RBBP9 inhibitor project, biochemical, fluorescence polarization. inhibition, % at 5.96 µM. hit rate 1.1% among 300,000. Glutathione S-transferase omega-1 (Homo sapiens), P78417. activity-based probe fluorescence polarization;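 active means inhibition above the campaign mean inhibition plus 3 SD, cut at about 35% in these data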;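 further: 0% = GSTO1-1 with DMSO and 100% = wells lacking GSTO1-1 enzyme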
Target sequence (P78417 whole entry, looked up): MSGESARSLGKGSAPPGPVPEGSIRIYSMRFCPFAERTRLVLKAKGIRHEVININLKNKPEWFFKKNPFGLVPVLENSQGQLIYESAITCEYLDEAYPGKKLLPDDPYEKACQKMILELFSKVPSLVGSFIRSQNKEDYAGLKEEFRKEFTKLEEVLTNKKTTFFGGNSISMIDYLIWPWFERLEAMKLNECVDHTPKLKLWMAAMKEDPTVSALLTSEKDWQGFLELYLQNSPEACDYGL
Bcl-xL primary – inhibitors of human Bcl-xL, primary screen, biochemical, fluorescence polarization, HTS | Bcl-2-like protein 1 (Homo sapiens), Q07817 | GST-Bcl-xL / FITC-Bim BH3 peptide fluorescence polarization | inhibition, % at 10.9 µM | hit rate 0.7% among 320,000;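 active means inhibition above the mean of all tested compounds plus 3 SD, cutoff set per campaign, cut at about 30% in these data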;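 further: 0% = DMSO wells and 100% = unlabeled Bim-BH3 peptide competitor; inhibitors lower millipolarization by displacing the labeled peptide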
MEX-5 binding – MEX-5 zinc finger RNA-binding disruptors – biochemical, C. elegans, fluorescence polarization, MLPCN library, primary screen; hit rate 0.38% among 300,000; MEX-5/FITC-TCR2 RNA binding; hits give low values; Zinc finger protein mex-5 (Caenorhabditis elegans), Q9XUB2; AID 1832, 2009; activity score (negative = inhibition of binding), % at 10 µM;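 active means inhibition past about -25% in most replicates, and total fluorescence under double the plate's negative control median, limit read from the data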;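 further: 0% = DMSO and -100% = 5 µM competing unlabeled TCR2 RNA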
MCL1 BIM primary – inhibitors of MCL1 binding to BIM-BH3, primary screen, biochemical, fluorescence polarization | GST-MCL1 / FITC-Bim-BH3 fluorescence polarization | inhibition, % at 10.9 µM | hit rate 0.68% among 320,000;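 active means inhibition above the mean inhibition of all tested compounds plus 3 SD, set per campaign, cut at about 40% in these data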;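 further: 0% = DMSO wells and 100% = unlabeled Bim-BH3 peptide control; higher means more loss of mP so more displacement of Bim peptide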
Fam108B counter – mouse Fam108B serine hydrolase inhibitors, primary screen, counter-screen for RBBP9 inhibitor project, biochemical, fluorescence polarization | recombinant Fam108B, FP-Rh probe fluorescence polarization | inhibition, % at 9.51 µM | hit rate 0.33% among 300,000;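 active means inhibition above the screen mean inhibition plus 3 SD, computed separately per campaign, cut at about 18% in these data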;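 further: inhibitors lower polarization as less probe binds the enzyme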
PME-1 primary – PME-1 inhibitors via competitive probe labeling, primary screen, biochemical, fluorescence polarization, FP-Rh probe, HTS; recombinant PME-1; inhibition, % at 5.9 µM; AID 2130, 2009; hit rate 0.53% among 320,000; Protein phosphatase methylesterase 1 (Homo sapiens), Q9Y570;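 active means inhibition above the campaign mean of all compounds plus 3 SD, cut at about 26% in these data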;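 further: competitive labeling of PME-1 active site by serine hydrolase directed probe; 0% = PME-1 with DMSO and 100% = wells lacking PME-1 enzyme; inhibitors block probe labeling so polarization falls and inhibition rises; many of its hits are not listed in these tables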
Target sequence (Q9Y570 whole entry, looked up): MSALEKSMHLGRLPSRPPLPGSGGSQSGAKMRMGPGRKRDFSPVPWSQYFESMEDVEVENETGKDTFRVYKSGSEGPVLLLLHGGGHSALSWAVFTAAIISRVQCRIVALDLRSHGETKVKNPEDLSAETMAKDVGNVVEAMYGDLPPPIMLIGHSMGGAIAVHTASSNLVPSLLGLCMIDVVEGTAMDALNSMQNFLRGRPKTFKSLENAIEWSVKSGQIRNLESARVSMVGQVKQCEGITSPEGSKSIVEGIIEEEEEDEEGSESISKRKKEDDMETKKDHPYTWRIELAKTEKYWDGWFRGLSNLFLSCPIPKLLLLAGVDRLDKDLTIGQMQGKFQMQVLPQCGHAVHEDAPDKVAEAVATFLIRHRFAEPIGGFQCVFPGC
GLD-1 TGE inh – GLD-1/TGE RNA complex disruptors, primary screen, biochemical, fluorescence polarization; Female germline-specific tumor suppressor gld-1 (Caenorhabditis elegans), Q17339; purified GLD-1 + fluorescein TGE RNA; inhibition, % at 5.96 µM; hit rate 0.44% among 320,000; AID 2280, 2010;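 active means percent inhibition above a per-plate cutoff, the plate mean of test compounds plus 3 SD, cut at about 30% in these data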;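 further: 0% = DMSO wells with GLD-1 and probe and 100% = wells lacking GLD-1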
Target sequence (Q17339 whole entry, looked up): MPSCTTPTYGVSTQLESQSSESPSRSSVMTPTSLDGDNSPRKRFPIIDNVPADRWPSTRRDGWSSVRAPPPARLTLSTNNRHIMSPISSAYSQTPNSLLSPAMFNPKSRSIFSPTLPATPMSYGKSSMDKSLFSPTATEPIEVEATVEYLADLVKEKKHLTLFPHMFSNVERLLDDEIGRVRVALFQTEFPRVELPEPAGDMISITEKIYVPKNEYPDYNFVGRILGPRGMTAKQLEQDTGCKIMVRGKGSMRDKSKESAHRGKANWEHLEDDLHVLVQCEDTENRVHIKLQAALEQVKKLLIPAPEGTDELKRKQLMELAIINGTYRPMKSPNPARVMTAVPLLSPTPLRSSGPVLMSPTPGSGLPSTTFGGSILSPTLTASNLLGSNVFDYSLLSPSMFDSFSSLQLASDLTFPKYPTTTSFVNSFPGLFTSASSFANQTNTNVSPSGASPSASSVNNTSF
PAD4 inh – human PAD4 inhibitors, primary screen, biochemical, fluorescence polarization, 1536-well format. Protein-arginine deiminase type-4 (Homo sapiens), Q9UM07. recombinant PAD4, RCA probe fluorescence polarization. inhibition, % at 6.36 µM. hit rate 0.41% among 330,000. AID 485272, 2010;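 active means percent inhibition above a cutoff equal to the mean of all tested compounds plus 3 SD, cut at about 15% in these data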;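 further: 0% = PAD4 with RCA probe and DMSO and 100% = probe without PAD4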
Starred values were filed as active, the others as inactive; . = not tested or not shown.

SMILES	TPT1 inh	GSTO1 counter	Bcl-xL primary	MEX-5 binding	MCL1 BIM primary	Fam108B counter	PME-1 primary	GLD-1 TGE inh	PAD4 inh
CC(OC(=O)c1cccc([N+](=O)[O-])c1)C(=O)NCc1ccc2c(c1)OCO2 (stereo not drawn)	0	-2	3	3.7	-3	2	4	2	-1
COCCNC(=S)NNC(=O)c1cccs1	-3	-1	3	-7.5	1	4	2	10	0
Cn1c(SCC(=O)NCC2CCCO2)nc2scc(-c3ccccc3)c2c1=O (stereo not drawn)	.	.	3	.	6	.	-3	10	1
CC(=O)Nc1ccc(S(=O)(=O)NCC(=O)NNC(=O)COc2ccccc2Cl)cc1	1	3	4	-1.8	6	4	6	1	0
Cc1oc(-c2ccccc2Cl)nc1CS(=O)(=O)CC(=O)NCCc1ccccc1	-5	5	5	0.0	7	1	-2	5	0
Cc1ccc2c(c1)cc(CN(Cc1ccco1)C(=O)N1CCOCC1)c1nnnn12	0	-1	1	0.6	1	-1	5	-4	0
NC(=O)CSC1=N/C(=C\c2ccco2)C(=O)N1c1ccc(OC(F)F)cc1	10	8	-3	-0.4	5	-1	-2	5	-4
O=C(CSc1nnnn1-c1cccc2ccccc12)N1CCOCC1	-3	3	6	0.5	4	0	-2	-3	3
COc1ccc(Cl)cc1-c1nc(SCC(=O)NC(C)C(C)C)n[nH]1 (stereo not drawn)	-1	8	0	-0.7	3	-3	1	8	0
COCCn1c(SCC(=O)c2[nH]c(C)c(C(C)=O)c2C)nc2ccccc21	1	1	1	-1.0	0	0	-2	1	1
COCCNC(=O)c1onc(CSc2cccc(OC)c2)c1C(=O)NCCOC	-5	2	2	1.4	2	0	-6	-13	-4
Cn1c(-c2ccc(Cl)nc2)nc2ccccc21	0	-7	-1	0.9	0	7	9	2	0
Cc1cc(C(=O)OCC(=O)N2CCN(C(=O)c3ccco3)CC2)c(C)n1-c1ccc(F)cc1	4	0	2	0.8	-9	2	-8	2	-2
Cc1cc(C)nc(N2CCCC(C(=O)Nc3ccc4c(c3)OCO4)C2)n1 (stereo not drawn)	1	-5	2	-0.7	-1	2	2	4	0
O=C(Cn1nc(-c2ccccc2)c2ccccc2c1=O)Nc1ccccn1	0	-4	-2	0.0	-6	8	1	-2	-2
Cc1ccc(CNS(=O)(=O)c2c(C(=O)N3CCCCC3)c(C)n(C)c2C)cc1	0	12	2	-1.3	-2	-3	-4	0	-2
CC(C)CCn1c(N2CCC(C(N)=O)CC2)nc2c1c(=O)[nH]c(=O)n2C	0	11	2	-1.6	-6	2	-9	-5	0
CCNCCNC(=O)c1c(O)c2cccc3c2n(c1=O)CCC3	0	12	2	3.4	3	3	-3	-1	1
Cc1cccc2nc(CSC(=N)N)c(Br)n12	-1	6	11	1.8	10	-6	-1	-1	-2
COc1ccc(OCC(=O)Nc2ccccc2OC(F)F)cc1	0	5	-1	0.8	-3	-1	-11	8	-3
CCCS(=O)(=O)N1CCCC(C(=O)NCCc2ccccc2)C1 (stereo not drawn)	-4	0	7	0.5	-2	3	3	-5	0
CC1(C)CC(=O)C=C(NCc2cccs2)C1	3	2	3	1.9	8	2	-1	8	0
CCCOC(=O)c1ccc(-n2nnnc2SCC(=O)N2CCCCC2)cc1	3	3	28	0.6	-2	-2	-3	-1	6
COc1ccc(NC(=O)c2ccc(CN3CCc4ccccc4C3)cc2)c(OC)c1	-1	5	5	-1.1	7	5	-4	-5	-2
O=C(O)CCc1ccc(-c2ccc(F)cc2)n1Cc1ccco1	1	1	7	2.0	9	0	1	-1	-2
CC1=C(C(=O)OC2CCCC2)C(c2coc3ccc(C)cc3c2=O)C2=C(CCCC2=O)N1 (stereo not drawn)	2	0	2	0.1	3	-4	-3	3	-3
CC(C)(C)C1CCC(C(=O)Nc2cccnc2)CC1 (stereo not drawn)	0	-2	1	0.1	-7	-6	1	-1	-4
CCOC(=O)N1CCC(NC(=O)C2CCN(c3ccc(N4CCOCC4)nn3)CC2)CC1	2	4	3	-0.5	1	2	-2	-2	-1
COc1ccc(C(=O)NC(=S)Nc2ccc(Cl)cn2)cc1OC	-1	1	-3	3.6	2	-2	2	-6	-3
CCCCOC(=O)c1ccc(Nc2ccc([N+](=O)[O-])cn2)cc1	-1	1	4	-2.7	2	2	-5	6	-2
Cc1cc(=O)oc2c3c(cc(OCC(=O)NCc4ccco4)c12)OC(C)(C)CC3	-2	-8	-3	-0.1	-2	1	-3	5	-3
CCN(CC)S(=O)(=O)c1c(Br)cc(C)cc1Br	0	-7	0	-0.8	-1	0	5	0	2
Cc1nc(C(=O)Nc2ccccc2Cl)cc2c1[nH]c1ccccc12	-3	-7	-6	-3.2	2	-22	-25	-2	-11
CCS(=O)(=O)Nc1ccc(NC(C)=O)cc1	-1	-4	4	-2.1	0	2	-4	-2	1
O=[N+]([O-])c1ccccc1CNCCCCCO	0	-2	-1	.	5	2	11	7	-3
C/C(CC(=O)Nc1ccccn1)=N\NC(=O)c1cnccn1	-3	1	3	-13	-5	2	-2	-2	-1
O=C(NCc1ccco1)c1cc2n(n1)C(C(F)(F)F)CC(c1ccc(Cl)c(Cl)c1)N2 (stereo not drawn)	0	-5	0	-1.2	-3	-1	2	7	0
CCOC(=O)Cc1nnc(Nc2ccc(C(=O)NC)cc2)c2ccccc12	1	9	0	4.9	-5	1	-4	8	-2
O=C(OCc1nc2ccsc2c(=O)[nH]1)c1ccco1	-6	6	4	0.2	5	0	-2	8	-5
CCN(CC)C(=O)CSc1nc2ccccc2c(=O)n1-c1cccc(OC)c1	-1	2	0	-1.1	0	-5	7	-7	-4
O=C(O)c1ccc(N2C(=O)CC(N3CCN(c4cccc(C(F)(F)F)c4)CC3)C2=O)cc1 (stereo not drawn)	-1	0	6	-0.9	5	0	2	2	-1
Cc1ccccc1OCC(=O)Nc1ccc(N2CCOCC2)cc1N1CCOCC1	.	.	10	.	7	.	10	0	-2
COc1ccc(CC(=O)OCC(=O)Nc2ccc3c(c2)OCCO3)cc1OC	-2	5	1	0.7	-3	-1	-1	7	0
Cn1c(-c2ccc(Cl)cc2)cnc1NCc1cc2c(cc1[N+](=O)[O-])OCO2	2	-7	7	-2.1	11	2	9	3	-1
COc1cc2c(cc1OC)C(C)N(C(=O)c1cc(Cl)nc(Cl)c1)CC2 (stereo not drawn)	0	4	1	-0.4	3	-2	2	11	1
COc1cc(C(=S)N2CCCC2)ccc1OCc1ccccc1	-1	5	5	0.4	11	-4	5	2	-2
CC(=O)N1c2ccc(S(=O)(=O)NCc3ccccc3Cl)cc2CC1C (stereo not drawn)	-2	11	6	-1.1	7	-3	13	-1	-9
CCOC(=O)C(C)(C)Sc1nc2c(cnn2-c2ccc(C)cc2)c(=O)[nH]1	-2	-14	2	-0.8	-1	3	-1	-2	-2
S=C(NCCN(C1CCCCC1)C1CCCC1)Nc1cccc(Cl)c1	1	3	3	0.3	2	2	0	7	-5
CCOC(=O)c1c(N)n[nH]c1-c1ccccc1	-3	-2	1	2.6	3	0	-3	0	-3
Continuation.
SMILES	TPT1 inh	GSTO1 counter	Bcl-xL primary	MEX-5 binding	MCL1 BIM primary	Fam108B counter	PME-1 primary	GLD-1 TGE inh	PAD4 inh
COc1cc(C(=O)NC2CCCc3ccccc32)cc(OC)c1C (stereo not drawn)	-2	12	-4	0.9	-12	-2	-2	6	0
Cc1ccc(/C=N/N2CCN(C3c4ccccc4-c4ccccc43)CC2)o1	-3	9	1	3.5	2	4	0	6	0
Cc1cc(C)nc(N/N=C/c2ccccc2OCc2ccc(Br)cc2)n1	1	-4	0	1.0	3	2	3	5	2
Cc1ccc2nc3c(cc2c1)c(NS(=O)(=O)c1ccccc1)nn3CC(C)C	-4	2	4	-0.6	3	0	-9	1	-3
O=[N+]([O-])/C(C(Cl)=C(Cl)Cl)=C(/Sc1ccccc1)N1CCCCC1	-3	-4	0	0.1	0	1	-1	0	-1
Cc1nccn1CCC(=O)O	-3	-2	6	2.3	-5	0	-3	-3	-9
C=CCOC(=O)C1=C(C)Nc2[nH]c(=O)[nH]c(=O)c2C1c1ccccc1 (stereo not drawn)	6	7	2	-0.7	2	2	-1	7	8
Cc1[nH]c(C)c2c(=O)n(-c3ccccc3)ncc12	3	2	10	-1.9	-2	4	-14	-7	-6
C=CCN(CC=C)CCOc1ccc2ccccc2c1	3	4	6	0.4	3	4	-4	-4	-3
O=C1CS/C(=C/C(=O)c2ccccc2)N1	0	-2	-2	0.7	-5	0	-3	-2	-5
Cc1cc(NC(=O)CSc2nc(-c3ccccc3)c(C#N)c(=O)[nH]2)no1	-3	3	4	6.0	9	3	0	4	3
CCOC(=O)c1cnc2c(OC)cccc2c1N1CCN(c2ccccc2OC)CC1	-2	0	8	1.8	6	0	6	3	3
CCOC(=O)N1CCC(NC(=O)c2cc(S(=O)(=O)NCCc3ccccc3)ccc2F)CC1	1	4	-1	-1.0	-5	-5	1	4	-4
COc1ccc(-c2cc(C(=O)NC3CCCC3)c3ccccc3n2)cc1OC	0	-1	2	-0.3	1	0	-3	1	1
COc1cc(NC(=O)Cn2nc(C(F)(F)F)c(Br)c2C)cc([N+](=O)[O-])c1	-3	-1	3	0.0	-5	-6	-4	6	-4
Cc1cc(C(=O)Nc2ccc(N3CCOCC3)c3nonc23)ccc1[N+](=O)[O-]	-2	-1	6	0.2	10	-1	-3	9	0
O=C(Nc1ccc([N+](=O)[O-])cc1Br)c1cc2ccccc2nc1Cl	-2	-1	3	1.6	3	-9	6	9	-1
Cc1cc(Cl)c(S(=O)(=O)Nc2cccc(O)c2)cc1OCC(N)=O	0	4	-2	0.5	3	1	-3	8	1
CCCN(Cc1nnc(-c2ccccc2Cl)o1)C(=O)c1cc2ccccc2o1	2	-4	-6	1.4	-5	-1	7	5	2
CCn1c(=O)c(C(=O)NCCCO)c(O)c2ccccc21	-1	4	6	1.6	-5	2	-6	4	3
O=C(CCc1ccccc1)Nc1cccnc1Cl	-6	-5	-1	-0.5	-5	0	-4	-4	7
CCS(=O)c1ccccc1C(=O)OCC(=O)Nc1cccc(S(=O)(=O)N2CCCCC2)c1 (stereo not drawn)	.	.	-5	.	-2	.	5	6	3
Cc1ccc(C)c(N2CCN(C(=O)c3nn(C)c4c3CS(=O)(=O)c3ccccc3-4)CC2)c1	-2	6	5	1.8	2	3	6	8	-4

Reformatted: 2 of the compounds above
SMILES | TPT1 inh | GSTO1 counter | Bcl-xL primary | MEX-5 binding | MCL1 BIM primary | Fam108B counter | PME-1 primary | GLD-1 TGE inh | PAD4 inh
CCn1c(=O)c(C(=O)NCCCO)c(O)c2ccccc21 | -1 | 4 | 6 | 1.6 | -5 | 2 | -6 | 4 | 3
O=C(CCc1ccccc1)Nc1cccnc1Cl | -6 | -5 | -1 | -0.5 | -5 | 0 | -4 | -4 | 7

Screening results: PubChem, several laboratories

Some of the compounds tested; count on the stated rates, not on these rows.
